Compound activity deposited in PubChem BioAssay by National Center for Advancing Translational Sciences (NCATS).
TrxR1 inh = rat TrxR1 inhibition; actives 1% (n = 390,000); Potency, µM (top dose mostly 114 µM), for the others: top-dose activity change, negative = inhibition, hits mostly inhibitors; recombinant rTrxR1, NADPH fluorescence consumption, selenite substrate; also: % is scaled to controls: 0 for no effect and ±100 for the full control effect; nearly all actives have a fitted effect of over 65% in size
Target sequence (O89049 whole entry, looked up): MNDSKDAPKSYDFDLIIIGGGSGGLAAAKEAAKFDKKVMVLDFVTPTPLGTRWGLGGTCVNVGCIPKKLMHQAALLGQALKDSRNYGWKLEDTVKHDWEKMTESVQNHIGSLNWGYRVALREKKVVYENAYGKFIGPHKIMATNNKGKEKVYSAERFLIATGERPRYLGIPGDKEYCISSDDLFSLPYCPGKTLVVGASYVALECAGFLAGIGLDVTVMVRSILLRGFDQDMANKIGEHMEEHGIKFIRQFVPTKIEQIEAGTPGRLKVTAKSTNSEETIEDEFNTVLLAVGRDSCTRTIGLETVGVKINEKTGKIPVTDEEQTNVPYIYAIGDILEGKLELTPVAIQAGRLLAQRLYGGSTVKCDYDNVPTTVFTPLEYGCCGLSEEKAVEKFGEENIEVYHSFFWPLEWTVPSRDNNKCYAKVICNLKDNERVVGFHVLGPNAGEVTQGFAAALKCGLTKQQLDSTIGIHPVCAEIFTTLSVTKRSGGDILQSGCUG
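Rat TrxR1 (90 nM in the dispensed reagent) was pre-reduced with 400 uM NADPH for 5 min at room temperature, then incubated with compound for 15 min. After 400 uM selenite was added, NADPH fluorescence (Ex 340/Em 450 nm) was followed for 8 min.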
HP1b chromo inh = HP1-beta chromodomain-methylated histone interaction inhibition; P83916; AlphaScreen HP1-beta / biotin-H3K9me3 peptide binding; Potency, µM (doses to about 114 µM), inactives show at the top dose activity change, negative = inhibition, actives largely listed as inhibitors; actives 0.56% (n = 390,000); also: nearly all actives have a fitted effect of over 70% in size; inactives centre near 23
Target sequence (P83916 whole entry, looked up): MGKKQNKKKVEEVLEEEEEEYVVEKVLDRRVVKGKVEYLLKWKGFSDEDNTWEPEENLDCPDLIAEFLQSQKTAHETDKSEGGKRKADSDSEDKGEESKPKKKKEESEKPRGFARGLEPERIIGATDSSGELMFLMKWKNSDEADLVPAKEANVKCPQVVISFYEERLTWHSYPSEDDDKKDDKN
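HP1-beta protein (50 nM final) preincubated 30 min at room temperature with biotinylated H3(1-18)K9me3 peptide (50 nM) in PBS pH 7.4, 0.01% Tween-20, then compound added for 30 min. AlphaScreen streptavidin donor/nickel chelate acceptor beads (10 ug/mL final), 30 min dark, luminescence read.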
ERG-DNA inh = ERG Ets/DNA interaction inhibition; P11308; fluorescence polarization, His-ERG Ets domain / labelled DNA; Potency, µM (series often up to 76.9 µM), inactives show at the top dose FP activity, negative = inhibition, usual class: inhibitors; actives 0.028% (n = 370,000); active = well fitted inhibition curve with a large enough effect in the polarisation, with a control signal flat; inconclusive = small, poorly fitted or top-dose-only effect, or effect the other way, or a change in a side signal; inactive = no such curve, though single readings can be large or run the other way; the % refers to the polarisation;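 also: polarization taken with two DNA probes labelled with fluorescein and Texas red; % of control where 0% means no effect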
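His-tagged ERG Ets domain (1 uM in the protein solution; 300mM KCl, 50mM Tris-HCl, 1mM EDTA, 1mM DTT, pH 7.5) received compound, then a probe mix of 5 nM fluorescein-DNA and 100nM Texas-615-DNA. Fluorescence polarization was read for both dyes.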
ALOX12 inh = blocks human arachidonate 12S-lipoxygenase; P18054; purified 12hLO, xylenol orange hydroperoxide absorbance; Potency, µM (doses to about 108 µM), for the others: at the highest dose activity change, negative = inhibition, actives largely listed as inhibitors; actives 1.1% (n = 580,000); also: % is scaled to controls: 0 for no effect and ±100 for the full control effect
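Hydroperoxide product was detected by ferrous iron/xylenol orange as the 573 to 405 nm absorbance ratio. Arachidonic acid at 40 uM (final) was turned over for 30 min at room temperature by 150 nM human 12hLO, pH 7.0 Hepes buffer, after 15 min compound preincubation.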
JMJD2A Tudor inh = blocks the human JMJD2A Tudor domain; O75164; AlphaScreen JMJD2A-Tudor / H3K4me3 peptide binding; Potency, µM (top dose mostly 114 µM), without a hit: at the highest dose activity change, negative = inhibition, hits mostly inhibitors; actives 4.4% (n = 390,000); also: % is scaled to controls: 0 for no effect and ±100 for the full control effect; nearly all actives have a fitted effect of over 50% in size
Pin1 inhibitor = blocks the human prolyl isomerase Pin1; Potency, µM (doses to about 115 µM), for the others: at the highest dose activity, negative = inhibition, hits mostly inhibitors; actives 0.009% (n = 390,000); Pin1 FP peptide displacement, HiFluor488, 10 min; Q13526; active = well fitted inhibition curve with a large enough effect in the polarisation, with a control signal flat, not every such curve was filed as active; inconclusive = small, poorly fitted or top-dose-only effect, or effect the other way, or a change in a side signal; inactive = no such curve, though single readings can be large or run the other way; the % refers to the polarisation; also: % is scaled to controls: 0 for no effect and ±100 for the full control effect
RGS4 inhibitor = inhibitors of human regulator of G protein signaling 4; P49798; Transcreener GDP fluorescence polarization, RGS4-accelerated GTP hydrolysis; Potency, µM (highest dose often 114 µM), without a hit: at the top dose activity change, negative = inhibition, actives largely listed as inhibitors; actives 0.039% (n = 390,000); AID 504845; also: % is scaled to controls: 0 for no effect and ±100 for the full control effect; nearly all actives have a fitted effect of over 75% in size; some results filed as inactive show a strong effect at the top dose
Target sequence (P49798 whole entry, looked up): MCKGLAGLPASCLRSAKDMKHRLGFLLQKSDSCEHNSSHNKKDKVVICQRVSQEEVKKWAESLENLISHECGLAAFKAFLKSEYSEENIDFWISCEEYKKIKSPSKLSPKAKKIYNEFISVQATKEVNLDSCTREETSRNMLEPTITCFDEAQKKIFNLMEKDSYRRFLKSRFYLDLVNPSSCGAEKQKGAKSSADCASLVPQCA
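MLSMR compounds (23 nl, pin-transferred) preincubated 10 min at room temperature with a 500nM (2x) first reagent, then RGS4 at 900nM (2x) plus Transcreener GDP mix added; fluorescence polarization (620/688 nm) read before and after 90 min at 30 °C.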
GLS inh = glutaminase GLS (human) inhibition; O94925; GLS enzymatic activity, qHTS titration; Potency, µM (series often up to 45.5 µM), without a hit: at the top dose activity change, negative = inhibition, most hits filed as inhibitors; actives 0.21% (n = 410,000); AID 624170; also: % is scaled to controls: 0 for no effect and ±100 for the full control effect
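Human kidney-isoform GLS in 45 mM KH2PO4 pH 8.2, 0.02% Tween-20, with compound, started with 1mM L-Glutamine (added stock). Glutamate oxidase/HRP/Amplex red coupled fluorescence read at start and after 30 min at RT.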
PGK inhibitor = blocks T. brucei phosphoglycerate kinase; P07378; PGK/GAPDH coupled, Kinase-Glo luminescence, 60 min; Potency, µM (series often up to 57.5 µM), for inactives: at the highest dose activity change, negative = inhibition, usual class: inhibitors; actives 0.043% (n = 380,000); also: % is scaled to controls: 0 for no effect and ±100 for the full control effect; nearly all actives have a fitted effect of over 60% in size
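Luminescent ATP detection (Kinase-Glo Plus) follows a 60-minute room-temperature incubation, with wells lacking PGK as controls. Buffer: 100 mM TEA (pH 7.6), 5 mM MgCl2, 0.01% Tween-20. Coupling enzyme GAPDH (100 nM final) supplies unstable 1,3-BPG in-well.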
An asterisk follows results filed as active; i = inactive; ? = inconclusive; nt = not tested or not shown; & = joins results of further samples; [ ] = dose if it differs, or a comment. Unless noted, calls follow the shape of the dose curve; as a rule, active = well fitted curve in the direction sought with a large enough effect; inconclusive = small, poorly fitted or top-dose-only effect, or another doubt; inactive = no such curve, though single readings can be large; an effect the other way counts as inactive or inconclusive. Potency is read from the fitted curve at half-maximal effect. Only part of the results is shown; rates above refer to the full screens.

TrxR1 inh	HP1b chromo inh	ERG-DNA inh	ALOX12 inh	JMJD2A Tudor inh	Pin1 inhibitor	RGS4 inhibitor	GLS inh	PGK inhibitor	Compound
-12%	25%	-11%	-9%	-11%	-9%	19%	-12%	7%	Cc1cccc(C(=O)N(Cc2ccco2)Cc2ccccc2F)c1
12%	30%	3%	6%&7%	-3%	-1%	-16%	-6%	-8%	O=C(Cn1nc(Cc2cccnc2)c2ccccc2c1=O)Nc1cc(F)ccc1F
17%[57.1 µM]	25%	6%	7%	-5%[57.1 µM]	-4%	-6%[11.4 µM]	-3%	-7%	COCCNC(=O)c1cc2sc3ccccc3c2s1
-9%	18%	13%	5%	-28%	9%	-8%	-3%	-3%	O=C(c1cccc(C(=O)N2CCc3ccccc32)n1)N1CCc2ccccc21
14%	54%[activator]	1%	-15%	-19%	-5%	22%[11.4 µM]	1%	-2%	Cc1ccc(-c2cc(C(=O)N3CCN(C(=O)c4ccco4)CC3)[nH]n2)cc1C
6%[57.1 µM]	11%	6%	-24%	-12%	0%	16%	0%	-8%	CC1CCCC(CC(N)=O)CC1 (stereo not given)
-7%	-14%	17%	-24%	-13%	1%	5%	6%	4%	Cc1ccc(S(=O)(=O)CCC(=O)Nc2ccc(Br)cc2C)cc1
4%[57.1 µM]	28%	-6%	4%	-27%	?	28%	0%	i	CC(=O)c1cccc(NC(=O)c2oc(=O)c3ccccc3c2-c2ccccc2)c1
2%	28%	-3%	4%	-13%	0%	-24%	-4%	-7%	O=C(NC(Cc1ccccc1)C(=O)O)c1ccc(S(=O)(=O)N2CCCC2)cc1 (stereo not given)
-14%	28%	-6%	-11%	-7%	3%	4%	5%	3%	COc1ccc(S(=O)(=O)N2CCc3ccccc32)cc1C(=O)N1CCN(C=O)CC1
-2%	18%	1%	?	0%	4%	17%	-3%	nt	CCOc1ccc(CNC(=O)C2CCN(c3nnc(-n4cccc4CNc4ccc(C)cc4)s3)CC2)cc1OC
27%[57.1 µM]	10%	-16%	-1%	0%	-7%	-24%	2%	0%	Cc1cc(NC(=O)CCC(=O)N(CC(=O)NC2CCCC2)c2ccc(F)cc2)no1

Part of the list above, showing only JMJD2A Tudor inh:
Structure | JMJD2A Tudor inh
O=C(Cn1nc(Cc2cccnc2)c2ccccc2c1=O)Nc1cc(F)ccc1F | -3%
COCCNC(=O)c1cc2sc3ccccc3c2s1 | -5%[57.1 µM]
O=C(c1cccc(C(=O)N2CCc3ccccc32)n1)N1CCc2ccccc21 | -28%
Cc1ccc(-c2cc(C(=O)N3CCN(C(=O)c4ccco4)CC3)[nH]n2)cc1C | -19%
CC1CCCC(CC(N)=O)CC1 (stereo not given) | -12%
Cc1ccc(S(=O)(=O)CCC(=O)Nc2ccc(Br)cc2C)cc1 | -13%

Other structures follow:
TrxR1 inh	HP1b chromo inh	ERG-DNA inh	ALOX12 inh	JMJD2A Tudor inh	Pin1 inhibitor	RGS4 inhibitor	GLS inh	PGK inhibitor	Compound
29%	14%	1%	-9%	-6%	7%	-9%	7%	i	Cc1ccc(CC(=O)NCC(O)c2ccccc2)cc1 (stereo not given)
35%	40%[activator]	-4%	1%	-13%	-4%	21%	-3%	nt	CCCNC(=O)c1cccc(COc2ccccc2OC)c1
8%	36%	0%	6%	-9%	7%	-2%	5%	0%	COc1ccc(N2C(=O)c3ccc(C(=O)Nc4ccccc4OC)cc3C2=O)cc1
20%	17%	2%	-8%	4%	-1%	26%	3%	-2%	Cc1nonc1C(=O)N/N=C/c1cc2c(cc1Br)OCO2
?	29%	-1%	7%	7%	1%	-17%	-1%	i	O=C(NCCS(=O)(=O)NCc1ccco1)c1ccccc1
13%[57.1 µM]	43%[activator]	3%	-2%	-21%	-6%	-19%	2%	-10%	Cc1ccc(C(=O)c2ncc[nH]2)cc1
2%	33%	7%	-11%	-5%	11%	2%	3%	13%	Cc1ccc(NC(=O)Cn2ncn3c(cc4ccccc43)c2=O)cc1C
?	8%	7%	-5%	-21%	5%	7%	-1%	-2%	Cc1c(CC(=O)N2CCC(C(=O)O)CC2)c(=O)oc2cc3c(cc12)CCC1(CCCCC1)O3
-30%	30%	9%	-21%	-18%	1%	-27%	0%	-1%	O=[N+]([O-])c1ccc(O)c(C=Nc2cccc3ncccc23)c1
8%[57.1 µM]	19%	0%	0%	-12%	-10%	-8%	0%	i	O=C(c1nc2ccccn2c1CN1CCCC(OCc2ccccc2)C1)N1CCCC1 (stereo not given)
6%	-7%	6%	-3%	-25%	1%	-7%	2%	i	NS(=O)(=O)c1ccc(NCc2cc(Cl)ccc2OCc2ccc(F)cc2)cc1
2%[57.1 µM]	31%	-6%	-6%	-16%	3%	-26%	3%	4%	O=C(CSc1nc2ccccc2c(=O)n1-c1ccc(Cl)cc1)N/N=C/C=C/c1ccccc1[N+](=O)[O-]
-1%	37%	3%	1%	-10%	-2%	-14%	2%	-6%	Cc1ccc(/C=N/NC(=O)CNC(=O)c2ccc(S(=O)(=O)N3CCCC3)cc2)o1
-1%[57.1 µM]	4%	3%	0%	-15%	-3%	-51%	9%	-3%	CCN1C(=O)CC(N2CCN(c3ccc(Cl)cc3)CC2)C1=O (stereo not given)
7%[57.1 µM]	17%	5%	20%	-7%	-15%	-13%	0%	-6%	CN(CCC1CCOCC1)C(=O)CC1C(=O)NCCN1CC1CCCCC1 (stereo not given)
-15%	?	2%	?	?	-2%	-16%	7%	-2%	Cc1ccccc1C(=O)N1CCN(c2ccc([N+](=O)[O-])c(NCc3cccnc3)c2)CC1
-6%[57.1 µM]	-19%	?	nt	?	23%	-41%	4%	-11%	COc1ccc2c(c1)C=CC1(O2)N(CCO)c2ccccc2C1(C)C (stereo not given)
12%	23%	-3%	-6%	-15%	-4%	22%	3%	-1%	C[C@@H]1CCC[C@]2(O[C@@H](CCO)C[C@H](O)[C@H]2O)O1
23%[57.1 µM]	27%	2%	-10%	-23%	52%[activator]	2%	-6%	i	COc1ccc(CNC(=O)Cn2ccc(NC(=O)OCc3ccccc3)nc2=O)cc1
22%[57.1 µM]	27%	8%	2%	-8%	?	16%	13%	i	Cc1ccccc1OCC(O)CN1CCC(C)CC1 (stereo not given)
8%	7%	-10%	-1%	-2%	-1%	-18%	-9%	i	Cc1ccccc1NC(=O)C(Cc1ccccc1)n1cccc1 (stereo not given)
-10%	22%	5%	11%	-13%	2%	25%	1%	-9%	CCOC(=O)N1CCN(Cc2nc3c(c(=O)[nH]c(=O)n3C)n2Cc2cc(C)ccc2C)CC1
-18%	22%	-11%	-20%	-25%	0%	4%	-8%	4%	S=C(NC1CCCC1)N1CCN(C/C=C/c2ccccc2)CC1
-10%	22%	-7%	i	-10%	3%	-17%	13%	-10%	CSCCC(NC(=O)c1ccc(Cl)cc1Cl)C(=O)NNC(=O)c1csc(N2CCOCC2)n1 (stereo not given)
-8%	141%[activator]	4%	?	72%[activator]	?	-31%	-1%	i	O=C(OCCN1C(=O)c2cccc3c(N4CCOCC4)ccc(c23)C1=O)c1ccccc1Cl
-10%	32%	-2%	-4%	-13%	25%	-9%	-4%	5%	CCn1c2ccccc2c2cc(NC(=O)COC(=O)c3ccccc3Br)ccc21
12%[57.1 µM]	5%	-2%	?	-11%	-8%	-37%	-1%	1%	Cc1cc(C)cc(NC2=NC3(CCCCC3)N=C(N)N2)c1
8%[57.1 µM]	5%	22%	1%	?	16%	-50%	9%	-15%	N#Cc1c(N)oc(-c2cccs2)c1-c1cccs1
9%[57.1 µM]	36%	8%	-4%	2%	10%	21%	13%	-3%	CS(=O)(=O)N1CCC(C(=O)NCc2ccccc2)CC1
10%	16%	3%	3%	-18%	-2%	1%	5%	-3%	Cc1ccc(S(=O)(=O)N(C)C)cc1NC(=O)C(C)OC(=O)c1cc[n+]([O-])cc1 (stereo not given)
2%	17%	1%	-13%	-19%	-11%	-17%	4%	-2%	COc1cc(NC(=S)N2CCC(C(N)=O)CC2)c(OC)cc1Cl

A section from further up, as a working copy:
TrxR1 inh	HP1b chromo inh	ERG-DNA inh	ALOX12 inh	JMJD2A Tudor inh	Pin1 inhibitor	RGS4 inhibitor	GLS inh	PGK inhibitor	Compound
8%[57.1 µM]	5%	22%	1%	?	16%	-50%	9%	-15%	N#Cc1c(N)oc(-c2cccs2)c1-c1cccs1
9%[57.1 µM]	36%	8%	-4%	2%	10%	21%	13%	-3%	CS(=O)(=O)N1CCC(C(=O)NCc2ccccc2)CC1
10%	16%	3%	3%	-18%	-2%	1%	5%	-3%	Cc1ccc(S(=O)(=O)N(C)C)cc1NC(=O)C(C)OC(=O)c1cc[n+]([O-])cc1 (stereo not given)
2%	17%	1%	-13%	-19%	-11%	-17%	4%	-2%	COc1cc(NC(=S)N2CCC(C(N)=O)CC2)c(OC)cc1Cl
